Screens (PubChem BioAssay)
KCNQ1 act – potentiates or activates the human KCNQ1 potassium channel. B-score at 10 µM. CHO-K1 KCNQ1, thallium flux FluxOR fluorescence; hits give high values. P51787. AID 2648. 310,000 compounds, 0.35% hits;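 active = fluorescence ratio B-score, a plate-corrected score, at least three library SD, with initial intensity B-score within 5 SD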
Target sequence (P51787 whole entry, looked up): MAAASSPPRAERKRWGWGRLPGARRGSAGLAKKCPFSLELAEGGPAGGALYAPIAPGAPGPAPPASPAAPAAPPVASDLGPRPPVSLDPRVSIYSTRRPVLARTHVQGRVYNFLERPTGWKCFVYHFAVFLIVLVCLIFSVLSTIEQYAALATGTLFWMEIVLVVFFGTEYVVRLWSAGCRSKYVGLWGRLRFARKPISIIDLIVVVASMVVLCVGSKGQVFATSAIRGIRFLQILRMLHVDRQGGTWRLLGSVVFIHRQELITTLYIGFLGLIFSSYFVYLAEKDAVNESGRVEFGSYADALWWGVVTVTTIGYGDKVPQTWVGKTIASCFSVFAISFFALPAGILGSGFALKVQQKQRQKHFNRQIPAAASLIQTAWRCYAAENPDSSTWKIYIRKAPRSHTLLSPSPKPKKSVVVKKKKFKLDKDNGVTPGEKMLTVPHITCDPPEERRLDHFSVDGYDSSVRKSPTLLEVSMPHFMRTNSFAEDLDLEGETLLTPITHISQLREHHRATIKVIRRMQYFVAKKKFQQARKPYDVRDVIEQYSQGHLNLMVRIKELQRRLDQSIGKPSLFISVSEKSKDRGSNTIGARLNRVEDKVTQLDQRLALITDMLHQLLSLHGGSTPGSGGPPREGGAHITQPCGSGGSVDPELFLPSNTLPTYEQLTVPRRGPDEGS
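System: Stable KCNQ1 CHO-K1 line | Incubation: 90 min dye loading and 20 min compound exposure, both at room temperature | Measure: Ratio B score | Medium: Assay buffer for compound exposure, DMSO matched across wells | Compound dosing: Single-concentration screen | Probe or stimulus: K+/Tl+ depolarizing stimulus | Measured by: Kinetic FluxOR fluorescence, 10 s baseline plus 110 s post-stimulus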
TRPC4 act – activators of mouse TRPC4 channel; 310,000 compounds, 0.49% hits; HEK293 TRPC4beta/mu-opioid, Fluo4 calcium fluorescence; hits give high values; B-score at 10 µM; Q9QUQ5;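 active = B-score above 5 SD of library B-scores, and initial fluorescence ratio not above library mean plus 5 SD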;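 note: positive B-score marks a calcium rise read as TRPC4 activation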
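Material: TRPC4beta and mu-opioid receptor HEK293 stable cells | Incubation: 45 min room-temperature Fluo4 loading, 110 s read | Detection: Kinetic Fluo4 calcium fluorescence | Measure: Integrated baseline-normalised fluorescence ratio, converted to per-well B score | Benchmarks: Low control buffer alone, high control maximal DAMGO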
ANO1 activ – mouse TMEM16A channel activation, primary screen; 340,000 compounds, 0.3% hits; Q8BHY3; B-score at 10 µM; HEK293 TMEM16A/YFP-H148Q/I152L, iodide quench fluorescence; hits give low values;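 active = fluorescence-ratio B-score plate-corrected deviation score at least 3 library SD below zero, with starting fluorescence score within 5 deviations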;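 note: channel opened by trigger with iodide after compound preincubation; score built on the fluorescence ratio of max minus min over baseline; more negative score means more quench and so TMEM16A activation or potentiation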
KCNK9 block – human KCNK9 channel inhibition. AID 488922. 310,000 compounds, 1.2% hits. HEK293 KCNK9, FluxOR thallium flux fluorescence; hits give low values. Q9NPC2. B-score at 10 µM;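 active = ratio B-score over 3 SD below the library mean, with starting fluorescence within 5 SD of its mean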;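 note: negative B-score means less thallium flux so channel inhibition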
Target sequence (Q9NPC2 whole entry, looked up): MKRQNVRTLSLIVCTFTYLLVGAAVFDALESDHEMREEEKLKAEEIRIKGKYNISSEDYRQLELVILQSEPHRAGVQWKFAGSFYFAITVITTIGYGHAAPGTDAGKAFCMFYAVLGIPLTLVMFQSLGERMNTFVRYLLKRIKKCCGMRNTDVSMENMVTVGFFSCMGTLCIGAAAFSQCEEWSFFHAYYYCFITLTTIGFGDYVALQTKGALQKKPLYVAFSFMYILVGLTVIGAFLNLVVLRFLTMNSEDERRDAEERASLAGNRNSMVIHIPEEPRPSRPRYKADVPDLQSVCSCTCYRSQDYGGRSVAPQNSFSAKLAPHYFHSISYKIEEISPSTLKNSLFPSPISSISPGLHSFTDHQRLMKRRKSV
HDAC3 inh – human HDAC3 inhibition. O15379. 320,000 compounds, 0.15% hits. inhibition, % at 8.3 µM. AID 2718. recombinant HDAC3, fluorogenic peptide/trypsin coupled, fluorescence; in the data active = inhibition above about 26%, passing the limit was not always enough
Dyrk1A ADPGlo – blocks rat Dyrk1A kinase activity. Q63470. inhibition, % at 12.5 µM. ADP-Glo luminescence, NFATc1 peptide. 310,000 compounds, 0.43% hits; in the data active = inhibition above about 50%;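 note: plate controls were vehicle with enzyme for no effect and no enzyme for full effect; many of its hits are not listed in these tables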
KCNK3 inh – human KCNK3 channel inhibition, primary screen | O14649 | CHO-KCNK3 thallium flux, FluxOR fluorescence; hits give low values | B-score at 10 µM | 340,000 compounds, 0.84% hits;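 active = B-score under library mean minus 4 SD, starting fluorescence ratio at most library mean plus 5 SD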;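 note: more negative B-score means stronger inhibition of thallium flux through KCNK3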
TRPC4 potent – allosteric potentiators of mouse TRPC4 channel | Q9QUQ5 | HEK293 TRPC4beta/mu-opioid, DAMGO EC20, Fluo-4 Ca2+ flux; hits give high values | 310,000 compounds, 0.42% hits | B-score at 10 µM | AID 2227;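 active = B-score of calcium response area above 5 SD of library B-scores, with initial fluorescence ratio within 5 SD of library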;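 note: B-score of integrated fluorescence ratio over time as area under calcium response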
KCNQ1 block – blocks the human KCNQ1 potassium channel; P51787; CHO-K1 KCNQ1, FluxOR thallium flux fluorescence; hits give high values; B-score at 10 µM; 310,000 compounds, 1.3% hits; AID 2642;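 active = compounds whose thallium flux B-score, printed positive for inhibition, exceeds three library SD while starting fluorescence stays within three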;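 note: channel opened by potassium depolarization with thallium stimulus after 20 min compound exposure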
hERG rescue – compounds protecting human hERG from proarrhythmic drug block; 310,000 compounds, 0.51% hits; Q12809; activation (rescue from dofetilide block), less the hit threshold, % at 10 µM; AID 1511; CHO-hERG, FluxOR thallium flux, dofetilide IC70 present;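 active = activation above the mean of controls blocked by dofetilide plus 5 SD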;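 note: thallium influx through hERG after potassium depolarization seen as dye fluorescence rise; in these data hits start at about 4.7%; inactives centre near -7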
TMEM16A inh – mouse TMEM16A channel inhibition, primary screen. Q8BHY3. HEK293 TMEM16A/YFP iodide influx fluorescence, ionomycin. AID 588511. normalized B-score (activity score, 25-100; higher = stronger inhibition) at 10 µM. 310,000 compounds, 1.2% hits;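 active = ratio plate-corrected score three or more library SD toward inhibition, starting fluorescence score within five deviations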;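 note: score derived from kinetic fluorescence span divided by baseline fluorescence per well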
Starred values were filed as active, the others as inactive; i = inactive; . = not tested or not shown. These rows are one share of the data; the hit share may differ from the screen's.

SMILES | KCNQ1 act | TRPC4 act | ANO1 activ | KCNK9 block | HDAC3 inh | Dyrk1A ADPGlo | KCNK3 inh | TRPC4 potent | KCNQ1 block | hERG rescue | TMEM16A inh
CN(C)/C=C/C(=O)c1ccc2noc(-c3ccccc3)c2c1 | i | i | i | i | 10.9 | 5.5 | i | i | i | -12.1 | i
COc1ccc(-c2nc3ccccc3s2)cc1O | i | i | i | i | -6.8 | -4.0 | i | i | i | -2.2 | i
CN(C)CCNCc1ccc(OC2CCCC2)cc1 | i | i | i | i | -10.1 | -3.2 | i | i | i | -3.5 | i
COc1ccc(Cl)cc1S(=O)(=O)NCc1nc2nc(C)cc(C)n2n1 | i | i | i | i | . | 0.0 | i | i | i | -11.3 | i
COc1ccc(CC(=O)NCc2ccc3c(c2)cc(C)n3C)cc1 | i | i | i | i | -2.1 | -0.4 | i | i | i | -13.1 | i
COc1cc(OC)cc(C(=O)NN2CCOCC2)c1 | i | i | i | i | -4.1 | 3.9 | i | i | i | -6.2 | i
Cc1cnc(NC(=O)c2cc3ccccc3o2)s1 | i | i | i | i | -1.7 | 1.9 | i | i | i | -6.5 | i
COc1ccc(CCC(=O)NCCS(=O)(=O)N2CCN(c3ccc(OC)cc3)CC2)cc1 | i | i | i | i | 2.5 | -1.3 | i | i | i | -9.7 | i
CCOc1ccc(-c2noc(CCC(=O)NC)n2)cc1OCC | i | i | i | i | 6.7 | -2.1 | i | i | i | -7.3 | i
NS(=O)(=O)c1ccc(Nc2ccc3cc(S(=O)(=O)N4CCCCC4)ccc3n2)cc1 | i | i | i | i | -7.6 | -3.2 | i | i | i | -9.8 | i
O=C(CSc1nnc(NC(=O)C2CC2)s1)Nc1ccccc1C(F)(F)F | i | i | i | i | 5.6 | 1.6 | i | i | i | -8.2 | i
CCOC(=O)C1=C(C)N(CCCC(=O)O)C(=O)NC1C(CC)CC (centres undefined) | i | i | i | i | 0.1 | -5.4 | i | i | i | 0.2 | i
Cc1ccc(CC(=O)N(Cc2ccccc2)c2ccccn2)cc1 | i | i | i | i | -1.4 | -3.9 | i | i | i | -6.5 | i
Cc1ccc2c(c1)c(=O)c1c3n2CCN(C(=O)CCl)C3CC1 (centres undefined) | . | . | i | . | -9.6 | 2.9 | i | . | . | . | i
CCOC(=O)c1ccc(NC(=O)c2cc3ccccc3o2)cc1 | i | i | i | i | -6.6 | 5.6 | i | i | i | -2.4 | i
CCN1CCN(CCCNC(=O)c2ccc(/C=C3/Sc4ccccc4N(Cc4ccccc4F)C3=O)cc2)CC1 | i | i | i | -6.74* | -3.8 | -7.2 | i | i | 7* | -33.6 | i
Cc1ccc(NC(=O)Cn2c(=O)oc3ccccc32)cc1C | i | i | i | i | -7.8 | 12.9 | i | i | i | -2.4 | i
CCCCC(=O)NC(=S)Nc1cc(C(=O)O)ccc1Cl | i | i | i | i | . | 1.9 | i | i | i | -11.6 | i
O=C(CN1N=C(c2ccccc2)CCC1=O)NCc1cccs1 | i | i | i | i | -5.3 | 5.5 | i | i | i | -8.6 | i
Cc1cc(C)nc(SCc2nnc(SCC(=O)Nc3nc(-c4ccccc4)cs3)n2C)n1 | i | i | i | i | 1.0 | 4.4 | i | i | i | -4.0 | i
N#C/C(=N\Nc1ccccc1)C(=N)N1CCCCC1 | i | i | i | i | 2.2 | 14.5 | i | i | i | -4.3 | i
CCN(C(=O)Cn1c(=O)n(Cc2ccccc2)c(=O)c2ccccc21)c1cccc(C)c1 | i | i | i | i | -2.3 | 2.5 | i | i | i | -8.3 | i
O=C(NC1CCCCC1)C(c1ccc(F)cc1)N(CCN1CCOCC1)C(=O)c1ccc(-c2ccccc2)[nH]1 (centres undefined) | i | i | i | i | -5.1 | 1.8 | i | i | i | -2.0 | i
Cc1ccc(-c2nnc(CN3CCN(C)CC3)o2)cc1 | i | i | i | i | 2.1 | -7.3 | i | i | i | -2.6 | i
CC(=O)NC1CCCN(O)C(=O)/C=C(\C)CCOC(=O)C(NC(C)=O)CCCN(O)C(=O)/C=C(\C)CCOC(=O)C(NC(C)=O)CCCN(O)C(=O)/C=C(\C)CCOC1=O (centres undefined) | i | i | . | i | 9.7 | . | . | i | i | -4.7 | i
COc1ccc(-c2noc(C3CCCN(S(=O)(=O)c4cccc(Cl)c4C)C3)n2)cc1OC (centres undefined) | i | i | i | -12.1* | 7.8 | -3.6 | i | i | i | -7.4 | i
CCOC(=O)c1sc(NC(=O)CSc2nnc(-c3ccco3)n2CC)c(C(=O)OCC)c1C | i | i | i | i | 1.5 | . | -11.8* | i | i | 1.1 | i
CCOc1cc(C)nc(Oc2ccc(=O)[nH]n2)n1 | i | i | i | i | -7.5 | 6.9 | i | i | i | -10.3 | i
O=C(Cc1ccccc1)NCC(=O)OCC(=O)c1ccc(Cl)cc1 | i | i | i | i | -3.9 | 6.4 | i | i | i | -5.5 | i
COc1cc(C(=O)NC2CCCCCCC2)cc(OC)c1OC | i | i | i | i | 7.2 | . | i | i | i | -8.4 | i
Cc1nc(NC(=O)c2ccccc2)sc1-c1csc(Nc2cccc(Cl)c2)n1 | i | i | . | i | -5.8 | . | . | i | i | -10.0 | i
CS(=O)(=O)c1ncc(Cl)c(C(=O)Nc2ccc3ccccc3c2)n1 | i | i | i | i | . | -3.5 | i | i | i | -18.6 | .
CCC(=O)Nc1nc(C)c(C(=O)Nc2cccc(Cl)c2)s1 | i | i | i | i | 1.7 | 10.6 | i | i | i | -7.2 | i
CCOc1ncccc1C(=O)OCC(=O)Nc1ccc2c(c1)OCO2 | i | i | i | i | 2.8 | -15.4 | i | i | i | -9.1 | i
CCn1c(Cc2ccccc2)nnc1SCC(=O)Nc1nc(C)cs1 | i | i | i | i | 1.2 | 5.2 | i | i | i | -2.9 | i
O=C(c1ccc2c(c1)OCCO2)N(c1ccccn1)C1CCCCC1 | i | i | i | i | 4.5 | -4.0 | i | i | i | -3.0 | i
Cc1cccc(Cc2cnc(N3C(=N)SC(c4ccccc4)C3=O)s2)c1 (centres undefined) | i | i | i | i | . | -9.9 | i | i | i | 4.5 | i
O=c1[nH]cnc2sc3c(c12)CCN(Cc1ccccc1)C3 | i | i | i | i | -11.2 | 12.1 | i | i | i | -9.8 | i
COc1ccc2c(C)c(CC(=O)N3CCN(C(=O)C4COc5ccccc5O4)CC3)c(=O)oc2c1C (centres undefined) | i | i | i | i | -17.7 | -6.1 | i | i | i | -6.2 | i
O=C(OC(C(=O)O)C(OC(=O)c1ccccc1)C(=O)NCc1ccccc1)c1ccccc1 (centres undefined) | i | i | i | i | -4.0 | -2.5 | i | i | i | -9.3 | i
CC(=O)O[C@H]1C[C@@H]2CC[C@@H]3[C@H](CC[C@@]4(C)[C@H]3C[C@H]([N+]3(C)CCCCC3)[C@@H]4OC(C)=O)[C@@]2(C)C[C@@H]1[N+]1(C)CCCCC1 | . | . | i | . | -0.4 | 4.5 | i | . | . | . | i
Cc1ccccc1CC1(CO)CCCN(Cc2ccn[nH]2)C1 (centres undefined) | i | i | i | i | 2.1 | -3.1 | i | i | i | -7.5 | i
Cc1cc(NC(=O)CSc2nnnn2C)n(-c2ccccc2)n1 | i | i | i | i | -1.4 | -2.6 | i | i | i | -5.4 | i
O=C(OCC(=O)N1CCOCC1)c1ccc(Cl)nc1 | i | i | i | i | 1.5 | -1.6 | i | i | i | -7.2 | i
COc1ccccc1/C=C/C(=O)NC(=S)NC(C)C | i | i | i | i | -1.7 | -4.7 | i | i | i | -36.2 | i

Ordered by molar mass (lowest first): part of the list above.
SMILES | KCNQ1 act | TRPC4 act | ANO1 activ | KCNK9 block | HDAC3 inh | Dyrk1A ADPGlo | KCNK3 inh | TRPC4 potent | KCNQ1 block | hERG rescue | TMEM16A inh
O=C(OCC(=O)N1CCOCC1)c1ccc(Cl)nc1 | i | i | i | i | 1.5 | -1.6 | i | i | i | -7.2 | i
Cc1ccccc1CC1(CO)CCCN(Cc2ccn[nH]2)C1 (centres undefined) | i | i | i | i | 2.1 | -3.1 | i | i | i | -7.5 | i
CCC(=O)Nc1nc(C)c(C(=O)Nc2cccc(Cl)c2)s1 | i | i | i | i | 1.7 | 10.6 | i | i | i | -7.2 | i
CCOc1ncccc1C(=O)OCC(=O)Nc1ccc2c(c1)OCO2 | i | i | i | i | 2.8 | -15.4 | i | i | i | -9.1 | i
CS(=O)(=O)c1ncc(Cl)c(C(=O)Nc2ccc3ccccc3c2)n1 | i | i | i | i | . | -3.5 | i | i | i | -18.6 | .
CCn1c(Cc2ccccc2)nnc1SCC(=O)Nc1nc(C)cs1 | i | i | i | i | 1.2 | 5.2 | i | i | i | -2.9 | i
Cc1cccc(Cc2cnc(N3C(=N)SC(c4ccccc4)C3=O)s2)c1 (centres undefined) | i | i | i | i | . | -9.9 | i | i | i | 4.5 | i
COc1ccc2c(C)c(CC(=O)N3CCN(C(=O)C4COc5ccccc5O4)CC3)c(=O)oc2c1C (centres undefined) | i | i | i | i | -17.7 | -6.1 | i | i | i | -6.2 | i

(cont.)
SMILES | KCNQ1 act | TRPC4 act | ANO1 activ | KCNK9 block | HDAC3 inh | Dyrk1A ADPGlo | KCNK3 inh | TRPC4 potent | KCNQ1 block | hERG rescue | TMEM16A inh
CC(=O)N1CCN(c2ccc(NC(=O)c3ccc4c(c3)OCO4)cc2)CC1 | i | i | i | i | 1.3 | -6.6 | i | i | i | -8.3 | i
CC(C)[C@H](NS(=O)(=O)c1ccc(Cl)cc1)C(=O)OCC(=O)NCCN1C(=O)CSC1=O | i | i | i | i | 2.0 | -4.4 | i | i | i | -11.9 | i
COc1ccc([N+](=O)[O-])cc1NCc1cccnc1 | i | i | i | i | -1.9 | -0.3 | i | i | i | -5.8 | i
COc1cc(C2C(C#N)=C(N)Oc3cc(O)ccc32)cc(OC)c1OC (centres undefined) | i | i | i | i | -3.7 | 1.2 | i | i | i | -4.7 | i
CCOC(=O)C1=C(C)N(C)C(=O)NC1c1cc2c(cc1Br)OCO2 (centres undefined) | i | i | i | i | 2.3 | 3.0 | i | i | i | -6.8 | i
CC1=C(C(N)=O)C(c2sccc2C)n2nnnc2N1 (centres undefined) | i | i | i | i | 5.9 | 1.0 | i | i | i | -1.9 | i
CCN(CC)c1ccc(/C=N\N2CCN(Cc3ccc(C)cc3)CC2)cc1 | i | i | i | i | -4.7 | -1.3 | i | i | i | -9.9 | i
